# Assay outcomes: PubChem BioAssay, Broad Institute
# PvdQ inh: P. aeruginosa PvdQ acylase inhibitors, primary screen, biochemical, fluorescence, plate reader and imaging, single point; 340,000 tested, 0.063% active; purified PvdQ acylase; PvdQ acylase [Pseudomonas aeruginosa LESB58]; AID 488965, 2010; inhibition, % at 10 µM; in the data active = inhibition above about 30%, passing the limit was not always enough; inconclusive = no clear call, values can overlap the other calls;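 also: 0% = vehicle neutral wells and 100% = reference inhibitor wells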
# CAL PDZ FP-1: untagged CAL PDZ binding inhibitors, primary screen, biochemical, fluorescence polarization, HTS; AID 602252, 2012; purified CAL PDZ, TMR-peptide fluorescence polarization, 1 h; Golgi-associated PDZ and coiled-coil motif-containing protein (Homo sapiens), Q9HD26; inhibition, % at 24.9 µM; 300,000 tested, 0.92% active;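 active = mean inhibition of at least 30% with at least half of replicates also reaching 30%; inconclusive = no clear call, values can overlap the other calls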;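 also: 0% = DMSO neutral control and 100% = excess unlabeled competitor peptide PRC23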
# MITF TRPM1 HTS: activators of MITF-driven TRPM1 promoter reporter, primary screen, cell-based, SK-MEL-5, luciferase, single point. SK-MEL-5 TRPM1-promoter luciferase, 24 h; % of positive control, neutral wells = 0. activation, % at 12.5 µM. 300,000 tested, 0.75% active;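 active = mean activation of at least 80% with every replicate also reaching 80%; inconclusive = mean reaches 80% but some replicate falls short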;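 also: 0% = neutral control wells and 100% = parthenolide positive control wells; values of inactives mirror those of a sister screen read the other way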
# Rtt109 Vps75: inhibitors of C. albicans Rtt109/Vps75 HAT, primary screen, biochemical, ThioGlo CoA-SH fluorescence, plate reader | Histone acetyltransferase RTT109 (Candida albicans (strain SC5314 / ATCC MYA-2876)), … | purified Rtt109/Vps75, 4 h | inhibition, % at 34.9 µM | 330,000 tested, 0.16% active | AID 540336, 2011;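 active = inhibition of at least 50% in every replicate; inconclusive = best replicate reaches 50% inhibition but some replicates fall short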
# NSD2 HMT inh: NSD2 histone methyltransferase inhibitors, primary screen, biochemical, AlphaScreen, single concentration, set 2. NSD2 peptide methylation, 120 min. 310,000 tested, 0.54% active. Histone-lysine N-methyltransferase NSD2 (Homo sapiens), O96028. inhibition, % at 12.5 µM. AID 743445, 2014; in the data active = inhibition above about 50%
# dFosB activator: activators of delta FosB homodimer, primary screen, biochemical, fluorescence polarization, TAMRA-CDK5 oligo, single point | purified delta FosB; percent of positive-control signal above neutral wells | activation, % at 25 µM | 340,000 tested, 0.99% active;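 active = mean activation above about 17%, with every replicate also reaching it, limit read from the data, passing the limit was not always enough; inconclusive = only one of the two conditions met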;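 also: fluorescence polarization rise as delta FosB binds a TAMRA Cdk5 AP-1 oligo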
# Target sequence (P13346 whole entry, looked up): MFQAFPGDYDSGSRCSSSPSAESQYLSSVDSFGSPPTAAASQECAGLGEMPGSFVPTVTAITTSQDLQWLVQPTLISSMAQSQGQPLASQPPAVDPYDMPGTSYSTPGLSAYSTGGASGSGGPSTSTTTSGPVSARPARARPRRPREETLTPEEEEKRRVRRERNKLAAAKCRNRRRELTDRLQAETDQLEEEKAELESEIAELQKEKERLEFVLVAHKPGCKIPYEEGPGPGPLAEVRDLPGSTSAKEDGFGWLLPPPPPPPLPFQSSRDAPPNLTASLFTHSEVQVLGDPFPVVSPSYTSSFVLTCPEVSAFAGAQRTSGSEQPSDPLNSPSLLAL
# SR-BI HDL uptake: inhibitors of SR-BI mediated HDL lipid uptake, primary screen, ldlA[mSR-BI] cells, fluorescence, single point; 320,000 tested, 0.96% active; ldlA[mSR-BI] CHO cells, DiI-HDL uptake fluorescence, 3 h; inhibition, % at 12.5 µM;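 active = mean replicate inhibition of at least 70% and a set share of replicates each scoring 70 or more; inconclusive = meets just one of the two criteria; inactive = fails both criteria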;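 also: 0% = median of neutral control wells and 100% = median of positive control wells; values of inactives mirror those of a sister screen read the other way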
# Target sequence (Q61009 whole entry, looked up): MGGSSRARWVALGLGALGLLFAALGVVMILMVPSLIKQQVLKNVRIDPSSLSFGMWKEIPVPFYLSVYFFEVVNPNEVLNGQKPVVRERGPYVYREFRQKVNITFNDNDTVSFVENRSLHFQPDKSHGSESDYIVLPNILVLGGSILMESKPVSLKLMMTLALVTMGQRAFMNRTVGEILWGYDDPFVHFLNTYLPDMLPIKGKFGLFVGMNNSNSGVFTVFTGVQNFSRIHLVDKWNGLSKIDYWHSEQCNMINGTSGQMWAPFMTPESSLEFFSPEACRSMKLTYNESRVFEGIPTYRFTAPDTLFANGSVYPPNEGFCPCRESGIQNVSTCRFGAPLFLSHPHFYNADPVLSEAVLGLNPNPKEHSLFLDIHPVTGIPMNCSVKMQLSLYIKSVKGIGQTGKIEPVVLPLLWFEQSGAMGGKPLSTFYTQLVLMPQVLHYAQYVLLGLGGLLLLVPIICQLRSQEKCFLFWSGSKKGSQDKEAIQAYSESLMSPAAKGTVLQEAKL
# PfHsp90 set2: growth inhibition of PfHsp90-expressing yeast, primary screen, antimalarial PfHsp90 inhibitor project, S. cerevisiae, BacTiter-Glo luminescence, single point, set 2. inhibition, % at 9.4 µM. BacTiter-Glo ATP, 48 h; yeast lacking PDR1 and PDR3 efflux regulators. 310,000 tested, 0.32% active;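 active = every replicate shows inhibition above about 80%, whatever the replicate mean, limit read from the data; inconclusive = mean inhibition reaches the set limit but some replicate falls short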;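 also: 0% = DMSO neutral controls and 100% = 20 µM radicicol positive controls; yeast relying on Plasmodium falciparum Hsp90 in place of its own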
# SR-BI uptake up: activators of SR-BI mediated DiI-HDL uptake, primary screen, ldlA[mSR-BI] CHO cells, DiI fluorescence. 3 h; 100 = double the neutral-control signal. activation, % at 12.5 µM. 320,000 tested, 0.096% active. AID 504775, 2011;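 active = mean replicate activation of at least 60% and every replicate at or above 60%; inconclusive = mean or all-replicate condition met, but not both; inactive = mean below 60% and not all replicates reaching 60%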;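 also: 0% = median plate neutral-control signal and 100% = twice that signal; values of inactives mirror those of a sister screen read the other way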
#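 material = CHO ldlA[mSR-BI] cells | medium = Ham's F12 with 0.5% BSA, HEPES 25 mM, pH 7.4 | reagent = fluorescent DiI-HDL, 10 µg/mL final | compound dosing = single-point compound dose | incubation = 3 h, 37 °C | measured by = bottom-read fluorescence, 550/595 nm | measure = HDL uptake via cellular fluorescence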
# CAL PDZ FP-2: CAL PDZ peptide-binding inhibitors, primary screen, biochemical, fluorescence polarization, Cer-tagged CAL PDZ, HTS. purified CAL PDZ, TMR-peptide fluorescence polarization, 1 h. inhibition, % at 20 µM. 330,000 tested, 0.02% active. AID 504414, 2011;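 active = highest replicate inhibition of at least 40%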;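 also: plate controls were DMSO neutral control wells for no effect and unlabeled competitor peptide control wells for full effect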
#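 Read-out basis: mP drop reported as inhibition | Assay system: Tagged CAL PDZ protein CerCALP, purified | Benchmarks: Unlabelled peptide for full inhibition, DMSO wells as neutral | Schedule: 1 h incubation at room temperature before polarization reading | Buffer or medium: Sodium phosphate/NaCl buffer pH 7.4 with TCEP, IgG, Thesit | Doses: Single point, 20 µM | Measured by: Fluorescence polarization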
# Active calls of the source: *; ? = inconclusive; / = no result given.
SMILES,PvdQ inh,CAL PDZ FP-1,MITF TRPM1 HTS,Rtt109 Vps75,NSD2 HMT inh,dFosB activator,SR-BI HDL uptake,PfHsp90 set2,SR-BI uptake up,CAL PDZ FP-2
Cc1ccc(S(=O)(=O)Nc2cccc3cccnc23)c([N+](=O)[O-])c1,6,-1,-88,-1,1,-8,6,/,-6,-2.5
Cc1cccc(C2=NNC(=O)C(c3ccc(Cl)cc3)C2)c1 (stereo unspecified),-10,2,-1,0,-14,-21,15,18,-15,-1.1
Cc1ccc(C(=O)N(Cc2cccs2)C2CCS(=O)(=O)C2)cc1 (stereo unspecified),9,2,10,7,0,-1,-18,16,18,-1.1
CC(=O)N/C(=C\c1ccccc1)C(=O)OCC(=O)N(C)C1CCS(=O)(=O)C1 (stereo unspecified),-2,/,-11,2,-2,10,-16,/,16,-0.1
CC(C(=O)Nc1ccccc1Cl)c1ccc([N+](=O)[O-])cc1 (stereo unspecified),-17,-4,-4,-7,2,3,2,-14,-2,-0.4
O=C(CS(=O)(=O)Cc1ccccc1)Nc1nnc(C2CCCCC2)s1,-11,6,/,-3,0,-6,17,-45,-17,-4.9
Cn1nc(C(F)(F)F)c2cc(C(=O)O)sc21,-13,/,1,-4,-5,4,0,-12,0,-0.4
CCCCCC(=O)Nc1cccc(C2=NOC3(C2)C[C@H](C(N)=O)N(C(=O)c2ccccc2C(=O)c2ccccc2)C3)c1 (stereo partly specified),-10,-1,-7,-4,/,-12,57,/,-57,-1.3
COc1ccccc1N(C)S(=O)(=O)c1ccc(Cl)c(C(=O)NCCCN2CCOCC2)c1,-11,-3,13,-4,2,-11,-16,-19,16,-2.7
CCc1ccc(S(=O)(=O)NCC2(N3CCOCC3)CCCCC2)cc1,-5,/,12,7,-2,-7,-3,-5,3,-0.8
Cc1c(Cl)cccc1NC(=O)Cn1cc(C(F)(F)F)cc(Cl)c1=O,-7,-1,-6,3,-1,57*,14,-4,-14,-1.8
CC(=O)Nc1ccc(NC(=O)C(Cc2ccccc2)NC(=O)C2CCCCC2)cc1 (stereo unspecified),-24,-6,6,0,-3,-7,-22,-2,22,-2.0
Cn1c(Cc2cccs2)nnc1SCC(=O)Nc1ccccc1,-10,-3,-11,-8,5,2,-29,-13,29,-3.3
O=C(Cc1ccccc1Cl)N1CCN(c2ncccn2)CC1,5,0,2,?,0,-1,-11,-16,11,-0.2
CCCCCc1c(C)nc(Nc2nc(C)c3cc(OC)ccc3n2)[nH]c1=O,-18,-5,-21,6,-1,-3,-6,7,6,-2.5
NNC(=O)c1ccc(CSc2nc3ccccc3s2)cc1,-9,/,20,-11,-1,-12,50,14,-50,-1.6
Nc1ccccc1NC1CCCCC1,4,4,8,24,7,-7,28,/,-28,-0.7
CCCc1cc(Nc2ccccc2C)n2ncnc2n1,-14,/,-7,2,57*,-6,-5,7,5,-0.9
C/C(=N\NC(=O)Cc1ccccc1[N+](=O)[O-])c1cccnc1,-9,/,4,-12,-2,-5,-15,-10,15,-0.7
O=C(NCC1CCCO1)c1cccc(NC(=O)c2ccco2)c1 (stereo unspecified),-10,-2,-2,-1,-1,3,-16,11,16,0.2

# Three entries out of the list above, arranged by the value under Rtt109 Vps75, falling:
compound | PvdQ inh | CAL PDZ FP-1 | MITF TRPM1 HTS | Rtt109 Vps75 | NSD2 HMT inh | dFosB activator | SR-BI HDL uptake | SR-BI uptake up | CAL PDZ FP-2
CC(=O)N/C(=C\c1ccccc1)C(=O)OCC(=O)N(C)C1CCS(=O)(=O)C1 (stereo unspecified) | -2 | / | -11 | 2 | -2 | 10 | -16 | 16 | -0.1
CC(=O)Nc1ccc(NC(=O)C(Cc2ccccc2)NC(=O)C2CCCCC2)cc1 (stereo unspecified) | -24 | -6 | 6 | 0 | -3 | -7 | -22 | 22 | -2.0
Cc1ccc(S(=O)(=O)Nc2cccc3cccnc23)c([N+](=O)[O-])c1 | 6 | -1 | -88 | -1 | 1 | -8 | 6 | -6 | -2.5

# The results go on.
SMILES,PvdQ inh,CAL PDZ FP-1,MITF TRPM1 HTS,Rtt109 Vps75,NSD2 HMT inh,dFosB activator,SR-BI HDL uptake,PfHsp90 set2,SR-BI uptake up,CAL PDZ FP-2
Clc1cccc(CNCCCSc2ncccn2)c1Cl,-5,-3,-5,-7,1,3,-16,-19,16,-10
COc1ccc(-c2cc(C(=O)NCC3CCCO3)c3ccccc3n2)c(OC)c1 (stereo unspecified),-5,5,-12,-7,-7,-7,/,11,/,-0.2
CCC(C)N(C)Cc1cccc(C2(O)CCN(S(=O)(=O)c3ccc(F)cc3)CC2)c1 (stereo unspecified),-20,0,14,-3,5,-7,-18,-16,18,/
Cc1cccc(C)c1NC(=O)CSc1nc2ccccc2c(=O)[nH]1,-13,-2,-5,-11,2,?,-1,-11,1,-0.7
CC(C)(C)SCCNC(=O)/C=C/c1ccc(F)cc1,-13,-17,20,-1,-2,-7,-17,14,17,-3.5
CCn1c(C(O)c2cc(OC)c(OC)c(OC)c2)nc2ccccc21 (stereo unspecified),0,1,-10,3,-2,-1,-1,9,1,-0.9
COc1ccc(CCn2c(-c3ccc(C(C)(C)C)cc3)n[nH]c2=S)cc1OC,-2,/,-9,8,8,-4,3,-13,-3,-1.2
CC(=O)Nc1ccccc1-c1nc2ccc(C(=O)N3CCN(c4cccc(C)c4)C(C)C3)cc2[nH]c1=O (stereo unspecified),-12,/,-5,8,/,-9,29,-1,-29,-0.3
CC1=NN(C(=O)COc2ccccc2)C(O)(c2ccccc2)C1 (stereo unspecified),-3,1,5,-28,-2,7,-23,5,23,-0.9
O=C(CCCN1C(=O)/C(=C/c2ccccc2Cl)SC1=S)NNC(=O)c1ccncc1,-7,-16,-10,0,4,-8,32,-2,-32,0.1
CC(=O)CC(c1ccccc1)S(=O)(=O)c1ccc([N+](=O)[O-])cc1 (stereo unspecified),-14,-2,-8,2,5,-1,-21,16,21,-0.5
O=c1c2[nH]c3ccccc3c2nc2n1CCS2,-8,0,-6,-6,1,-9,3,17,-3,-0.3
CC(=O)CSc1ncnc2scc(-c3ccc(F)cc3)c12,-7,2,-6,-2,0,1,-1,-10,1,-1.2
CC1CN(C(=O)COC(=O)c2ccccc2O)CC(C)O1 (stereo unspecified),1,-3,16,16,-5,-9,-18,-12,18,-2.3
CCN1CC(CN(C)Cc2cn(-c3ccc(C)cc3)nc2-c2ccc(F)cc2)CC1=O (stereo unspecified),-14,-5,-3,8,4,-6,11,14,-11,-3.6
O=C1c2ccccc2C(=O)N1OS(=O)(=O)c1ccc(F)cc1,-10,-5,-45,-5,-3,-4,-2,4,2,-1.9
CCN1CCCC1CNC(=O)c1ccc2c(c1)N(Cc1ccccc1F)C(=O)c1ccccc1S2(=O)=O (stereo unspecified),-4,-4,-1,-4,15,-7,-8,-3,8,-4.6
O=C(O)CN1C(=O)CC(c2ccccc2)CC1=O,-14,29,3,1,-1,1,-10,-4,10,-0.6
CC(=O)Nc1ccc(NC(=O)COC(=O)c2ccc(S(=O)(=O)NCc3ccco3)cc2)cc1,-14,2,2,-4,0,9,23,-14,-23,0.7
O=C1c2cccc3c([N+](=O)[O-])ccc(c23)C(=O)N1CCc1ccccn1,0,/,/,6,3,2,-7,-4,7,-1.0
O=C(NC1CCCCCC1)C1CCN(S(=O)(=O)c2ccc(F)cc2)CC1,-10,-5,-7,/,1,-5,7,5,-7,-2.8
CCOc1ccc(CN2CCN(Cc3ccc(C)o3)CC2CCO)cc1 (stereo unspecified),-6,-1,-11,/,1,0,-4,-4,4,-1.9
O=C(CCCCCN1C(=O)C2C3C=CC(C3)C2C1=O)Nc1nccs1 (stereo unspecified),-5,/,11,-1,/,-2,-11,-6,11,-0.8
Cc1c(OCC(=O)N2CCN(c3ccccc3)CC2)ccc2c3c(c(=O)oc12)CCCC3,-9,3,-3,-13,-8,-10,-7,-29,7,0.0
O=C(C1CCCN(S(=O)(=O)c2cccs2)C1)N1CCN(C2CCCCC2)CC1 (stereo unspecified),1,/,/,-1,30,-1,-26,4,26,0.6
NC(=O)c1ccc(-c2ccc(Br)cc2)o1,1,0,/,-11,0,-11,-38,/,38,/
CC1(C)C(=O)Nc2ccccc2N1C(=O)COc1cc(Cl)ccc1Cl,-7,0,-9,1,4,-8,48,/,-48,-0.2
O=C(NCc1ccccc1)NC(=O)c1ccccc1F,-7,-2,29,-7,0,1,-4,-11,4,-0.5
O=C(NCCN1CCOCC1)c1ccc2c(c1)N(Cc1ccccc1F)C(=O)CS2,-8,0,-11,-13,1,-4,-5,1,5,-1.0
O=C(c1cc2cc(Cl)ccc2oc1=O)N1CCCC1,-9,-2,-10,-4,-6,1,2,8,-2,-1.1
Cc1cc2n(n1)C(c1cn(-c3ccccc3)nc1C)Nc1c(C)cccc1-2 (stereo unspecified),6,-1,/,-11,2,1,33,-14,-33,-0.9
Cc1cc(NCCCn2ccnc2)n2c(nc3ccccc32)c1C#N,-11,-4,10,0,-6,-5,-9,4,9,-0.8
Cc1ccc2occ(C(c3nnnn3Cc3ccccc3)N3CCOCC3)c(=O)c2c1 (stereo unspecified),-6,-3,-7,12,67*,-12,-15,3,15,-1.0
Cc1ccc(-c2c[n+](CC(=O)Nc3nc(-c4ccc(F)cc4)cs3)c3n2CCC3)cc1,-11,-3,-16,-5,1,?,21,13,-21,-4.4
Cc1cc(NC(=O)COC(=O)C2CCCN2C(=O)c2cccs2)no1 (stereo unspecified),-11,1,0,-4,-1,-6,-8,-1,8,-0.4
Cc1ccccc1NS(=O)(=O)c1ccc(C(=O)N2CCCC2)cc1,-14,1,1,-3,1,-2,-36,-10,36,0.4
NC(=O)c1ccccc1OCC(=O)Nc1ccc2c(c1)OCCO2,-16,-2,96*,-2,-1,-1,-13,20,13,-1.0
Cn1ccsc1=NC(=O)c1cccc(OC(F)F)c1,-12,-5,69,-2,-5,-4,-6,23,6,/

# Compounds as they come; 4.3% or so of the library scored in one or more.
